TEAD-YAP block – TEAD-YAP interaction inhibition; 640,000 tested, 1.4% active; AID 1259422; inhibition, % at 9.12 µM; HEK-TIYL cells, TEAD-Gal4/YAP UAS-luciferase luminescence; in the data active = inhibition above about 32%;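 note: 0% = median of test compound wells and 100% = reference inhibitor wells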
MITF inh – blocks human microphthalmia-associated transcription factor; O75030; AlphaScreen MITF homodimerization, bead proximity signal; inhibition, % at 2.6 µM; 650,000 tested, 0.91% active; in the data active = inhibition above about 50%;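 note: 0% = vehicle wells with protein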
Target sequence (O75030 whole entry, looked up): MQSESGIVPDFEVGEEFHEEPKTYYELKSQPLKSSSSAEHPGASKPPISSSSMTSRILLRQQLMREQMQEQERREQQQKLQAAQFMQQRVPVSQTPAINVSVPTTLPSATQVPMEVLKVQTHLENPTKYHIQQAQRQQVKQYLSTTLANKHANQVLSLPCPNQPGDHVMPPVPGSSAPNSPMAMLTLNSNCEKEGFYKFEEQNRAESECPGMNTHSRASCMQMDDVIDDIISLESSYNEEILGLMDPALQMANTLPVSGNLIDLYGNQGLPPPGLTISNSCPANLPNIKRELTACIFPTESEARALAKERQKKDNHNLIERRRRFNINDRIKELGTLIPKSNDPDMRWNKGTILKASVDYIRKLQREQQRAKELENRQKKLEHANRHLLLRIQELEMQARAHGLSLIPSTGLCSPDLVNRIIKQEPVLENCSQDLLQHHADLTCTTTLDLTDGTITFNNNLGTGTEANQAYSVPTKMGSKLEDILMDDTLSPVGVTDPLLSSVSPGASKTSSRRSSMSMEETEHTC
GPR151 activ – human GPR151 activation. Q8TDV0. PathHunter beta-arrestin GPR151 cells, luminescence. activation, % at 11.2 µM. 650,000 tested, 1% active; in the data active = activation above about 4.9%;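 note: 0% = median of compound wells and 100% = cells with positive control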
Target sequence (Q8TDV0 whole entry, looked up): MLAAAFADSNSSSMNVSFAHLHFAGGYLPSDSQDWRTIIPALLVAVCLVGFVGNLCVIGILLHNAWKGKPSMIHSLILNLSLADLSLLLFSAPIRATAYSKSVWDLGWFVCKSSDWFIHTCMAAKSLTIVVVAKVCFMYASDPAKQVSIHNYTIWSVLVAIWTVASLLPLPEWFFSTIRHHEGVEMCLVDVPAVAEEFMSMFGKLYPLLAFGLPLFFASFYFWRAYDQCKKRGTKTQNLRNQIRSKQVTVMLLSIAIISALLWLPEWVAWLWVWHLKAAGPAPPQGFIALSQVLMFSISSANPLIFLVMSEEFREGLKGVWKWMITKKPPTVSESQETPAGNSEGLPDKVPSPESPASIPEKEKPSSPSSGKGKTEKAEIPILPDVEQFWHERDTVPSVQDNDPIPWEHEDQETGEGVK
FBW7 activator – human FBW7 E3 ligase activation, primary screen; Q969H0; AlphaScreen FBW7–phospho-cyclin E peptide binding, activator screen; normalized activity (activation), % at 26.1 µM; 650,000 tested, 0.13% active; AID 1259310; in the data active = normalized activity above about 1.9%;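 note: purified mutant Fbw7 with reduced substrate affinity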
* = called active by the depositor.

SMILES	TEAD-YAP block	MITF inh	GPR151 activ	FBW7 activator
COc1ccc2nc(CN3CCc4c(nc(N5CCC(C)CC5)[nH]c4=O)C3)ccc2c1	2.2	19.9	1.7	0.2
COc1ccc(Cn2ccn(Cc3cccc(C)c3)c(=O)c2=O)cc1	-2.9	15.1	-0.2	0.4
COc1ccc(C(CC(=O)NCCc2ccc(OC)c(OC)c2)NS(=O)(=O)c2ccc(C)cc2)cc1 (stereo not drawn)	0.2	-6.6	0.3	-0.1
COc1ccc(CN(CC2CCCO2)C(=O)c2cc3sccc3n2C)c(OC)c1 (stereo not drawn)	-10.1	0.4	0.7	0.0
COc1ccc(C2CC(c3cccs3)=NN2C(=O)CSc2nnc(CNC(=O)c3ccccc3)n2-c2ccccc2OC)cc1 (stereo not drawn)	2.4	-3.9	0.0	-0.2
CC(C)(C)n1nc2c(c1NC(=O)c1cccc(Cl)c1)CS(=O)(=O)C2	-26.7	6.5	0.1	-0.2
CC(C)(C)C1CCc2c(sc(NC(=O)c3ccccc3)c2C(=O)NCCO)C1 (stereo not drawn)	-2.0	-8.3	-0.5	-0.3
CCc1cc(NCC2CCCO2)n2nc3nc(C)cc(C)c3c2n1 (stereo not drawn)	13.8	0.3	1.6	0.1
N#Cc1cccc(NC(=O)CSc2n[nH]c(=O)[nH]c2=O)c1	9.2	-3.8	1.0	-0.1
COc1ccc(CCNC(=O)CCC2(Cc3ccc(OC)cc3F)CCC(=O)N2)cc1 (stereo not drawn)	3.6	-13.3	-0.6	-0.2
CCOC(=O)c1cc(S(=O)(=O)Nc2ccc(F)c(Cl)c2)cn1C	4.0	1.0	-0.4	0.2
Cc1cc(C(F)(F)F)nc(SCC(=O)Nc2sc3c(c2C#N)CCC(C(C)(C)C)C3)n1 (stereo not drawn)	-3.8	-14.4	-0.2	0.0
O=c1c(CN2CCN(c3ccccc3F)CC2)coc2ccc(Cl)cc12	1.6	48.6	0.9	0.4
COc1cccc(C(=O)COc2cccc(NC(=O)c3cccc([N+](=O)[O-])c3)c2)c1	30.1	10.3	1.8	0.0
CCNC(=O)N1CCC2(CC1)OCc1cc(-c3ccc(C(=O)N(C)C)cc3)ccc1O2	2.7	23.7	-1.4	0.6
CCOc1ccc(CCNC(=O)Cn2cc3c(n2)CCCC3)cc1	2.9	12.2	0.1	0.0
CCCC(=O)Nc1sc2c(c1C#N)CC(C)(C)NC2(C)C	-14.7	-0.6	0.3	0.2
O=C1C2C3c4ccccc4C(c4ccccc43)C2C(=O)N1c1ccccn1 (stereo not drawn)	3.3	4.8	1.1	0.1
O=C(Nc1cc(Sc2ccccn2)cc([N+](=O)[O-])c1)c1c(F)cccc1F	-18.3	11.1	2.0	0.1
CCCc1cc(=O)[nH]c(-n2[nH]c3c(c2=O)CCCC3)n1	15.5	32.6	0.9	0.0
Cc1ccc(C(C)C)c(OCC(=O)NNC(=O)/C=C/c2ccc3c(c2)OCO3)c1	19.4	2.8	0.0	0.5
CC1S/C(=N/N=C/c2cccs2)NC1=O (stereo not drawn)	-16.4	-7.0	-0.5	-0.2
O=S(=O)(NCc1nnc2n1CCN(CC1CC=CCC1)CC2)c1ccccc1 (stereo not drawn)	10.3	5.1	-0.1	-0.1
CCOc1ccc(NC(=O)c2ccc(NC(=O)C(c3ccccc3)n3cnnn3)cc2)cc1 (stereo not drawn)	-5.1	-9.6	-1.1	0.0
COc1cc(/C=C2/N=C(c3ccco3)OC2=O)cc(OC)c1OC	2.0	-0.7	0.9	-0.1
CCN1CCN(CCCCOc2ccc(C#N)cc2)CC1	5.1	65.9*	-0.9	-0.4
CC(C)OCCCNc1c(-c2ccccc2)c(=O)c1=O	31.7	3.0	0.0	-0.2
C=CCNC(=O)c1c(C)nc2sccn12	4.2	12.3	1.4	0.1
Cc1ccc2c(c1)-c1onc(C(=O)NCc3ccc4c(c3)OCO4)c1CO2	5.4	8.2	-2.7	0.5
CC1CC(=N)/C(=C(\O)CC2CC(=O)NC(=O)C2)C(=O)C1 (stereo not drawn)	-2.6	3.5	0.5	-0.1
Cc1ccc2nc(SCC(=O)Nc3ccc4c(c3)OCCO4)c(C#N)cc2c1	-12.3	10.6	-0.2	0.0
CCOc1ccc(NC(=O)Cn2cc(OC)c(=O)cc2CN2CCC(C)CC2)cc1	-13.0	-7.6	2.4	0.0
O=C(NCC1CCCO1)c1ccc(N2CC3CC(C2)c2cccc(=O)n2C3)c(NS(=O)(=O)c2ccc(F)cc2)c1 (stereo not drawn)	-0.7	-11.7	-0.4	-0.1
c1ccc(CC2CCN(c3nc4ccccc4n4cnnc34)CC2)cc1	-7.8	-0.9	-0.8	-0.1
Cc1nc2sccn2c1C(=O)c1ccc(F)cc1	-7.1	-3.3	-1.4	-0.1
Cc1cc(C)cc(NC(=O)N2CCN(c3nccnc3NS(C)(=O)=O)CC2)c1	-6.2	19.1	-0.4	0.0
CC1CCCCN1S(=O)(=O)c1coc(C(N)=O)c1 (stereo not drawn)	3.7	6.2	-0.5	-0.1
COc1ccc(N)cc1NS(=O)(=O)c1ccc(Cl)c(Cl)c1	-2.7	-18.8	-1.3	-0.3
Cc1ccc(N2CC(C(=O)N/N=C/c3ccc(Br)cc3)CC2=O)c(C)c1 (stereo not drawn)	13.8	-7.0	-0.5	-0.1
COc1ccc(CN2CCC(n3nccc3NC(=O)C(C)(C)C)CC2)c(C)c1C	8.4	2.9	-0.5	-0.1
Cc1ccc(C(=O)O)cc1NC(=O)C1C2CCC(C2)C1C(=O)O (stereo not drawn)	5.3	12.8	2.3	0.4
O=C1CC(c2ccccc2)Cc2nc(-c3ccc(C(F)(F)F)cn3)ncc21 (stereo not drawn)	-9.5	9.8	0.7	0.0
c1coc(-c2nc3cnccn3c2NCc2cccs2)c1	4.7	9.7	-1.3	-0.2
O=C(Cn1ncc(Cl)c(Cl)c1=O)NC(=O)NC1CCCCC1	8.6	11.5	-1.5	0.5
Cc1ccc2c(c1)CN(CCC(=O)NCC(c1ccncc1)N1CCOCC1)CC(C)O2 (stereo not drawn)	16.1	1.1	-1.2	-0.1
Cc1cc(C)nc(N/C(=N/C(=S)Nc2ccccc2)N2CCCCC2)n1	-28.9	-11.9	0.9	-0.4
O=C(c1ccc(Cl)cc1)n1c(=O)oc2ccc(Cl)cc21	-3.5	7.1	0.8	0.1
Cc1noc(C)c1CCC(=O)NCCn1nc(-c2cccs2)oc1=O	-10.3	-4.3	0.4	-0.1
COc1ccc(C2Oc3ccccc3C3=C2C(c2ccccc2)n2ncnc2N3)cc1 (stereo not drawn)	-11.5	-3.0	0.3	0.0
O=C(N[C@H]1CCN(C(=O)c2ccc3[nH]ncc3c2)C1)c1ccc(Br)cc1	6.3	-8.2	-0.7	1.0
CN1CCN(C(=O)/C(=C\c2ccco2)NC(=O)c2ccco2)CC1	1.7	2.9	0.0	-0.1
CC(C)[C@H]1CN(Cc2ccco2)CCN1C(=O)c1cccc2nccnc12	-5.5	-5.9	0.5	0.0
CCCn1c2ccccc2c2nnc(SCC(=O)Nc3nc(-c4ccccc4)cs3)nc21	-2.2	1.4	0.8	-0.1
COc1ccc(NC(=O)COc2ccc(/C(C)=N\O)cc2)cc1	-12.4	-11.1	0.5	0.0
COc1ccc(C(=O)c2oc3ccc(NC(=O)c4ccccc4)cc3c2C)cc1OC	-6.8	18.1	0.8	0.1
COc1cccc(C(=O)Nc2ccccc2C(=O)Nc2cccc(C(=O)O)c2C)c1	6.8	10.6	1.1	0.6
CCn1cc(CN2CCC(n3nccc3NC(=O)C3CCCC3)CC2)cn1	10.9	0.6	-1.3	0.6
CCCc1nnc(SCC(=O)N2CCc3ccccc32)n1Cc1ccco1	17.4	-1.7	0.8	-0.2
COc1ccc(C23CC4CC(CC(C(=O)OCC(=O)NC(=O)NC(C)C)(C4)C2)C3)c(F)c1	-0.5	-7.2	0.8	-0.2
CCOC(=O)c1c(CN2CCCC2)n(C)c2cc(Br)c(OC)cc12	5.1	-2.0	-0.1	-0.2
Next results:
SMILES	TEAD-YAP block	MITF inh	GPR151 activ	FBW7 activator
Cn1c(=O)[nH]c(=O)c2c1nc(NC1CCCCC1)n2CC(O)COc1ccc(Cl)cc1 (stereo not drawn)	-7.2	8.0	0.7	0.0
Cn1c(SCc2ccc([N+](=O)[O-])cc2)nnc1-c1cccs1	7.1	0.2	0.6	0.0
S=c1[nH]nc(-c2ccccc2Cl)n1CC1CCCO1 (stereo not drawn)	-5.0	4.8	-0.6	0.2
CCOc1ccc(NC(=O)CCN2CCN(c3ccccc3)CC2)cc1	-2.2	15.0	1.7	0.4
O=C1c2ccccc2C(=O)N1N1C(=O)c2ccc(Oc3ccc4c(c3)C(=O)N(N3C(=O)c5ccccc5C3=O)C4=O)cc2C1=O	-3.1	3.0	-0.9	0.2
CC(C)c1ccc(NC(=O)c2snc3c(=O)[nH]cnc23)cc1	2.1	3.5	-0.5	0.0
CCn1c(=O)[nH]c2c(C(N)=O)nc(-c3cccs3)nc21	1.9	-14.0	0.4	0.0
Cc1cc(C)n(-c2cc(N3CCN(C(=O)C(C)(C)C)CC3)ccc2[N+](=O)[O-])n1	3.4	6.3	0.5	-0.2
NS(=O)(=O)c1ccc(NC(=O)CSc2nnc3c4ccccc4n(Cc4ccccc4)c3n2)cc1	2.2	16.1	-1.1	0.1
Cc1cc(Nc2cc(C#N)c(C#N)cc2[N+](=O)[O-])ccc1Br	20.7	2.2	2.0	0.0
Cc1cccnc1NC(=O)C1CCCN(c2ccc(-c3cccs3)nn2)C1 (stereo not drawn)	-22.0	-2.3	-1.9	-0.2
O=[N+]([O-])c1cccc(/C=C/c2nc(C=Nc3ccc(Br)cc3Br)c(O)o2)c1	0.4	6.5	1.1	0.2
CCOC(=O)N1CCN(c2c([N+](=O)[O-])c(=O)n(CC)c3ccccc23)CC1	13.1	-20.0	0.6	0.2
O=[N+]([O-])c1ccccc1OCCNCc1ccccc1	-8.2	35.5	2.1	-0.1
CCn1c(SCC(=O)c2cccs2)nnc1-c1ccc(OC)cc1	7.1	10.6	1.1	0.0
COc1ccc(NC(=O)c2ccc(C)c(I)c2)cc1OC	-24.7	2.5	0.8	0.0
COc1ccc(NC(=O)NCCN2CCN(c3cc(OC)ccc3OC)CC2)cc1	2.4	17.7	-0.6	-0.3
CCS(=O)(=O)Nc1ccc(N2CCCCC2)cc1	-0.1	14.1	0.6	0.1
Cc1ccc2c(c1)N(CCC(=O)NC(C)(C)C)C(=O)C(C)O2 (stereo not drawn)	0.1	-3.6	-0.3	-0.1
CCCCOc1cccc(NC(=O)c2ccc(F)cc2)c1	-10.4	4.1	2.1	0.2
COC(=O)c1cc2oc(C)cc2n1CC(C)=O	-3.8	2.3	1.1	0.0
CC(C)(C)C(=O)N1CCC(c2ncncc2-c2ccncc2)CC1	-4.1	-7.0	0.5	-0.2
O=C(COC(=O)CCC(=O)c1ccc(F)cc1)NC(=O)NC1CCCCC1	-4.5	-6.5	-2.6	-0.1
CC1=C(c2ccc(C)cc2)S(=O)(=O)N(CC(=O)N2CCN(c3ccccn3)CC2)C1=O	0.3	-9.3	1.6	-0.1
Cc1cc(=O)oc2cc(OC(C)C(=O)Nc3ccccc3[N+](=O)[O-])ccc12 (stereo not drawn)	0.6	-5.3	0.2	-0.2
CCOc1cc(C2NC(=O)c3c(sc4c3CCCC4)N2)ccc1OC(=O)c1cccs1 (stereo not drawn)	-0.3	-2.2	-1.8	0.6
CCc1noc(C)c1C(=O)N1CCc2c(C(=O)NCCC(C)C)c(OC)cc(=O)n2CC1	-9.2	-0.5	0.4	-0.1
CCC(C)(C)n1nnnc1C(c1cccc(C(F)(F)F)c1)N1CCSCC1 (stereo not drawn)	9.4	11.6	-1.2	1.2
CCc1nnc2c3c4c(sc3nc(CC)n12)CCCC4	4.3	-2.6	2.9	-0.1
COc1ccccc1N1CCN(C(=O)c2cnn3c2NC(c2ccc(C)cc2)CC3C(F)(F)F)CC1 (stereo not drawn)	-1.0	-14.3	-0.2	0.1
CN(C)C(=O)N1CCN(C(=O)N(C)C)CC1	-5.4	-14.6	0.4	0.0
CN(C)CCCN1C(=O)C(=O)/C(=C(\O)c2ccccc2)C1c1ccc(F)cc1 (stereo not drawn)	-4.2	6.3	-1.3	1.1
CCOc1ccc(C(=O)Nc2cccc(-c3cc4ccccc4oc3=O)c2)cc1[N+](=O)[O-]	6.2	7.8	1.2	-0.2
Cc1sc2nc(COC(=O)c3ccccc3O)[nH]c(=O)c2c1C	-1.4	6.0	1.3	-0.1
CCCCNC(=O)CSc1nnc(NC(=O)c2ccccc2Cl)s1	-43.4	-4.2	-3.0	0.0
O=C(NCCc1ccc(O)cc1)c1ccnc(Nc2cnccn2)c1	7.5	-9.3	0.2	0.0

Bioassay records: PubChem, The Scripps Research Institute Molecular Screening Center
